# SMN2 splice up – enhancers of SMN2 splice variant expression; hit rate 2.8% among 210,000; HEK293 SMN2-luciferase splicing reporter, luminescence, 30-36 h; Potency, µM (highest dose often 46.1 µM), for the others: top-dose activity change, positive = activation, hits mostly activators; note: % of control where 0% means no effect; nearly all actives have a fitted effect of over 55% in size
#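 qHTS luciferase splicing reporter: luminescence rises when SMN2 exon 7 is included in transfected HEK293 cells. Compound exposure lasted 30-36 h at 37C, with 4.5 mM final sodium butyrate as control, followed by a ONE-Glo read.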
# JMJD2E inh – inhibitors of human JMJD2E histone demethylase | B2RXH2 | JMJD2E catalytic domain, FDH-coupled NADH fluorescence (FDH is formaldehyde dehydrogenase) | Potency, µM (highest dose often 57.1 µM), for the others: at the top dose activity change, negative = inhibition, hits mostly inhibitors | hit rate 1.6% among 230,000; active = well fitted inhibition curve with a large enough effect, not every such curve was filed as active; inconclusive = small, poorly fitted or top-dose-only effect, or another doubt; inactive = no such curve, though single readings can be large or run the other way;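 note: 0% = wells with enzyme and -100% = buffer wells without enzyme; nearly all actives have a fitted effect of over 50% in size; many of its hits are not listed in these tables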
# Tau ThT inhib – blocks human tau fibril formation measured by thioflavin T | P10636 | recombinant tau K18 P301L (four-repeat tau fragment), heparin-induced fibrillization, ThT fluorescence | Potency, µM (titrated, usually from 57.4 µM), without a hit: at the top dose activity, negative = inhibition, most hits filed as inhibitors | hit rate 2.1% among 270,000 | AID 1460; note: % is set by controls: 0 for no effect and ±100 for the full control effect; nearly all actives have a fitted effect of over 55% in size
# Target sequence (P10636 561-689 P618L limits assumed): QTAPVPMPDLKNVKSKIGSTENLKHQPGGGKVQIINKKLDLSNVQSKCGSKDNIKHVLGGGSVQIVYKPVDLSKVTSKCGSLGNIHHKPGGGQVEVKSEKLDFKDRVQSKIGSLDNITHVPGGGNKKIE
#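 Heparin-induced (20 uM) aggregation of recombinant human K18 P301L tau, 15 uM unlabeled with 0.24 uM labeled, pH 7 acetate buffer, 6 hr at 37 C with compound. Fibrils quantified by 30 uM ThT fluorescence after 1 hr ambient incubation.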
# Lamin A splicing – LMNA splicing modulation; HeLa LMNA splicing GFP/RFP minigene ratio, 48 h; Potency, µM (titrated, usually from 46.1 µM), for inactives: at the top dose ratio change, negative = inhibition, most hits filed as inhibitors; hit rate 0.01% among 200,000; AID 1487; active = well fitted inhibition curve with a large enough effect in the signal ratio, with a control signal flat, not every such curve was filed as active; inconclusive = small, poorly fitted or top-dose-only effect, or effect the other way, or a change in a side signal; the % refers to the signal ratio; note: % is set by controls: 0 for no effect and ±100 for the full control effect
#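 Read-out is the ratio of GFP to DsRed2 object intensity, acquired by 488 nm laser-scanning cytometry on HeLa lamin A-EGFP minigene reporter cells. Compound incubation 48 hrs at 37 °C in Opti-MEM with 2% FBS; DMSO 0.5% final.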
# Luc counter – Kinase-Glo luciferase inhibition (counter-screen) | Kinase-Glo luciferase, ATP luminescence, 8 min | Q27757 | AID 1379 | hit rate 0.28% among 200,000 | Potency, µM (series often up to 38.3 µM), inactives show at the top dose activity change, negative = inhibition, actives largely listed as inhibitors; note: % is set by controls: 0 for no effect and ±100 for the full control effect; nearly all actives have a fitted effect of over 60% in size
#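 Inhibition of Kinase-Glo luciferase light generation was assessed at 10 uM ATP in pH 7.2 imidazole buffer, with luminescence measured after eight minutes at ambient temperature.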
# RECQ1 helicase – RECQ1 (human) helicase inhibition. RECQ1 DNA unwinding, red fluorescence kinetic read. Potency, µM (top dose mostly 57.3 µM), for inactives: at the highest dose activity, negative = inhibition, hits mostly inhibitors. hit rate 0.54% among 240,000;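 note: plate controls were vehicle for no effect and no enzyme for full effect; nearly all actives have a fitted effect of over 30% in size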
#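 RECQ1T1 50 nM; forked duplex (20 bp + 30-nt ss tails) 200 nM, ATP 2 mM final; pH 8.0, 2 mM MgCl2, 2.5 ug/ml poly(dI-dC); 15 min compound preincubation; discontinuous kinetic read over 2 h at RT.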
# L3MBTL1 block – inhibitors of human L3MBTL1; AlphaScreen L3MBTL1–H3K9me1 peptide binding; Potency, µM (series often up to 57.1 µM), inactives show at the highest dose activity, negative = inhibition, usual class: inhibitors; hit rate 0.66% among 230,000; AID 485360; note: % is set by controls: 0 for no effect and ±100 for the full control effect; nearly all actives have a fitted effect of over 60% in size
# Target sequence (Q9Y468 whole entry, looked up): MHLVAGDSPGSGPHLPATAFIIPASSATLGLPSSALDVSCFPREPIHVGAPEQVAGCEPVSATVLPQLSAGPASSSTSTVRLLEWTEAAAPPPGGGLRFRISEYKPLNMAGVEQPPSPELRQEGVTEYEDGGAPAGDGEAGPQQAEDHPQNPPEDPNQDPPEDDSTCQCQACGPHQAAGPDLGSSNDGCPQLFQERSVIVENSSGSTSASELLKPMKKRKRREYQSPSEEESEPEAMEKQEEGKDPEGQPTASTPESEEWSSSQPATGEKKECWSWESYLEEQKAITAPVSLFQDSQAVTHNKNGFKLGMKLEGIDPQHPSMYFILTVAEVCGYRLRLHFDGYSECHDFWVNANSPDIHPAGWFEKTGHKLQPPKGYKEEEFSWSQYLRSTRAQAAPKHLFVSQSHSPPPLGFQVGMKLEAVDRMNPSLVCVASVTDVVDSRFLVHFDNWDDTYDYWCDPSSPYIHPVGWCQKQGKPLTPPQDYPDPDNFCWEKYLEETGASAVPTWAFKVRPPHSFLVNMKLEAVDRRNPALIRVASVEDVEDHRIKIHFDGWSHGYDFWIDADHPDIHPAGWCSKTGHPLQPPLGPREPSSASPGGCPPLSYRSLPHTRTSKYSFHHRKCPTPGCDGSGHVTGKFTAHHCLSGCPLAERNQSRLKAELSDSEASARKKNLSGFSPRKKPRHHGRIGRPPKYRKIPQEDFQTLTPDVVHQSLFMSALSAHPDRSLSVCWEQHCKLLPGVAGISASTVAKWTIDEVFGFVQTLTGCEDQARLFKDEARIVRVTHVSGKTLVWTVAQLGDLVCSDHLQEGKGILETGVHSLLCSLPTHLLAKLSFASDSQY
#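 AlphaScreen proximity signal between nickel-chelate acceptor and streptavidin donor beads (final 10 ug/mL) reports binding of 50 nM L3MBTL1 to 75 nM biotin-H3 K9me1 peptide; complex incubated with compounds 30 min at room temperature; cefsulodin titration as control.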
# ALDH1A1 inh – inhibitors of human aldehyde dehydrogenase 1A1 | P00352 | Purified ALDH1A1, NADH fluorescence, propionaldehyde substrate | Potency, µM (top dose mostly 75.3 µM), without a hit: top-dose activity, negative = inhibition, most hits filed as inhibitors | hit rate 7.3% among 220,000; active = well fitted inhibition curve with a large enough effect, not every such curve was filed as active; inconclusive = small, poorly fitted or top-dose-only effect, or another doubt; inactive = no such curve, though single readings can be large or run the other way;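 note: plate controls were no enzyme wells and a reference inhibitor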
# * = called active by the depositor; i = inactive; ? = inconclusive; nt = no result given; [ ] = dose if it differs, or a comment. Unless noted, calls come from the whole dose curve; as a rule, active = well fitted curve in the direction sought with a large enough effect; inconclusive = small, poorly fitted or top-dose-only effect, or another doubt; inactive = no such curve, though single readings can be large; an effect the other way counts as inactive or inconclusive. Potency is the fitted concentration of half-maximal effect. A portion of the library (hit frequency here may not be typical).
SMILES,SMN2 splice up,JMJD2E inh,Tau ThT inhib,Lamin A splicing,Luc counter,RECQ1 helicase,L3MBTL1 block,ALDH1A1 inh
Cc1nn(-c2ccccc2)c(Cl)c1/C=N/NC(=O)c1ccco1,22µM*,10%,-4%,5%,2%,-4%,8%,-7%
NC(=S)Cc1nc(-c2ccc(Cl)cc2)cs1,-24%,-19%,16µM*,nt,1%,i,?,2µM*
COc1ccc(Cl)cc1NC(=O)CNc1ccccc1F,nt,3%,-5%,-9%,nt,-8%,10%,32µM*
Cc1nnc(SCC(=O)N/N=C/c2cn(-c3ccccc3)nc2-c2ccccc2)n1-c1ccccc1,-13%,1%,1%,?,-3%,-4%,6%,-13%
O=C(Nc1ccc(N2CCCC2)c(Cl)c1)c1ccc([N+](=O)[O-])o1,-53%[inhibitor],-8%,8.9µM*,nt,?,-1%,nt,3.5µM*
CSc1nc2ncc3c(n2n1)CC1c2ccccc2CCN1C3=O (stereo unspecified),-5%,?,-12%,-18%,4%,-1%,7%,?
CCOC(=O)c1sc(NC(=O)C2CC=CCC2C(=O)O)nc1C (stereo unspecified),?,3%,-2%,-2%,2%,0%,-15%[11.4 µM],0.13µM*
CCn1c(C)c(C2=CCN(S(=O)(=O)c3ccccc3)CC2)c2ccccc21,-16%,?,-11%,?,5%,25µM*,-14%,?
O=C(NC1CC1)C1CCN(C2CCN(C(=O)/C=C/c3ccc(F)cc3)CC2)CC1,nt,-7%,-3%,nt,2%,-2%,2%,0%
O=C(N/N=C/C(Cl)=C/c1ccccc1)c1ccco1,nt,-39%,-7%,2%[46 µM],-2%,-4%,-2%,-16%
O=C(CCCC(=O)NNC(=O)Nc1ccccc1)NNC(=O)Nc1ccccc1,-2%,-3%,-5%,nt,0%,12%,2%,10%
O=C(CC(C(=O)NCc1ccccc1)c1nc2ccccc2c(=O)[nH]1)NCc1ccccc1 (stereo unspecified),nt,-8%,-15%,nt,nt,i,10%,nt
CCC(=O)N1CC(C)C(=O)Nc2ccccc21 (stereo unspecified),3%,8%,-2%,11%,-6%,-9%,-3%,-14%
CC1CCCCC1NC(=O)CSc1nc2ccccc2c(=O)n1Cc1ccco1 (stereo unspecified),-4%,2%,-20%,-10%,13%,-7%,3%,4%
COc1ccc(-n2c(SCC(=O)NCc3cccs3)nnc2-c2ccoc2C)cc1,15%,1%,-11%,5%,0%,-1%,nt,-4%
CC(C)c1ccc(NC(=O)C(=O)c2cn(CC(=O)N3CCCCC3)c3ccccc23)cc1,12%,-2%,-4%,-5%,1%,-24%,-11%,5%
COCc1nnc(NC(=O)CSCc2ccccc2)s1,-2%,4%,-7%,2%,-4%,i,4%,18µM*
Cc1c(C(=O)NC2CCCCC2)sc2nc3ccc(N)cc3n12,5%,-4%,?,nt,-2%,i,nt,-15%
O=C(O)CN1CCc2ccccc2C1,nt,-2%,-12%,13%[46 µM],-1%,-3%,-3%,-5%
CC(C)(C)CC(C)(C)N1CNC(=S)NC1,nt,5%,-11%,nt,nt,-12%,-11%,?
O=C1CCCN1CCCNS(=O)(=O)c1ccc(Br)cc1,nt,-4%,-5%,-4%[46 µM],-7%,i,6%,-6%
CC1=Nc2ccccc2N=C(N)C1c1ccccc1 (stereo unspecified),-7%,?,-13%,-6%[46 µM],-1%,i,-22%,-15%
COc1cccc(NC(=O)C(Sc2nnc(Nc3ccccc3C)s2)c2ccccc2)c1 (stereo unspecified),4%,0%,0%,?,-2%,-2%,-9%,-2%
CCc1ccc(NC(=O)C2C3/C=C\CCCCC32)cc1 (stereo unspecified),11µM*,2%,11%,0%,2%,-5%,12%,1%
O=C(O)C1CCC(Cn2c(SCc3cc(=O)n4ccccc4n3)nc3ccsc3c2=O)CC1 (stereo unspecified),-39%[inhibitor],?,-6%,nt,0%,-2%,nt,?
COc1ccc(-c2csc(NC(=S)NC(=O)c3cccs3)n2)cc1OC,-8%,-17%,?,?,-1%,-22%,-13%,11µM*
Cn1c(=O)cc(OCC(=O)NCCCN2CCN(c3cccc(Cl)c3)CC2)c2ccccc21,-12%,5%,?,?,0%,-5%,1%,5%
CC(=O)c1ccc(N2CCN(C(=O)CCC(=O)c3cccs3)CC2)cc1,1%,-9%,?,9%[9.22 µM],4%,-16%,12%,-4%
Cc1ccc(/C=C/C(=O)OC(C)C(=O)Nc2ncc(Cl)cc2Cl)o1 (stereo unspecified),0%,-10%,-5%,20%,1%,-5%,8%,?
O=c1cc(-c2ccncc2)oc2ccccc12,-10%,-1%,-4%,-1%,-8%,-13%,-8%,-1%
COc1ccc(Sc2nc(-c3ccccc3)ncc2OC)cc1,-19%,4%,0%,16%[46 µM],-3%,i,5%,?
CCN(C1=NS(=O)(=O)c2ccccc21)N(CC)S(=O)(=O)c1ccc(C)cc1,-25%,2%,-10%,nt,10%,-12%,nt,?
CCOC(=O)C[n+]1c(C)ccc2c1CCC2,-5%,5%,-3%,-4%,-3%,10%,0%,-1%
Cc1ccc(Cl)cc1NC(=O)C(=O)N1CCCCC1,-10%,-5%,-3%,nt,0%,0%,4%,4%
O=C1C(Cl)=C(NC2CCc3ccccc32)C(=O)c2ncccc21 (stereo unspecified),-104%[inhibitor],5µM*,13µM*,nt,-5%,11µM*,nt,11µM*
CCOC(=O)c1c(NS(C)(=O)=O)sc2c1CCC(C)C2 (stereo unspecified),-6%,?,?,10%,-4%,-5%,-6%,?
N#CCCn1cc(/C=N/NC(N)=S)c(-c2ccc(-c3ccccc3)cc2)n1,23%,-9%,-3%,?,2%,-15%,nt,-12%
CC(C)(C)CC(=O)NCCCN1CCOCC1,14%,3%,3%,2%[46 µM],-1%,-6%,-10%,11%
COc1ccc(C(=O)NCCCCCC(=O)O)cc1OC,-6%,2%,-10%,-2%,-1%,i,nt,8%
CCc1ccc(NS(=O)(=O)c2cc(OC)ccc2OC)cc1,6%,-5%,-13%,-12%,-3%,-11%,-1%,8%
O=S(NCc1ccco1)C12CC3CC(CC(C3)C1)C2 (stereo unspecified),-3%,-23%,?,1%,5%,-1%,-3%,?
O=C(CNC(=S)N(Cc1ccccc1)Cc1cccnc1)N1CCOCC1,-2%,1%,-3%,nt,2%,i,nt,-3%
O=C(NCc1ccccc1)c1sc(=S)n2c1[nH]c(=O)c1ccccc12,-3%,-3%,14µM*,15%,-3%,-2%,0%,?
CC(=O)NS(=O)(=O)c1ccc(NC(=O)CSc2ccc(Cl)cc2)cc1,nt,0%,-3%,5%[46 µM],-9%,-8%,4%,9%
Cc1cccc(/N=C2/NC(=O)C(Cc3ccccc3)S2)n1 (stereo unspecified),-9%,-15%,-10%,9%[46 µM],-6%,-6%,-7%,-1%
Cc1cccc(C)c1NC(=S)NCCCN1CCCC1=O,-4%,-10%,5%,8%,-2%,-1%,-4%,?
CCOC(=O)c1[nH]c2c(c1C)C(=O)CC(c1ccc(F)cc1)C2 (stereo unspecified),-13%,-2%,1%,?,1%,-11%,-5%,7%
CCCNC(=O)c1ccccc1NC(=O)CSCc1ccc(OC)cc1,-4%,-5%,-1%,11%,1%,i,nt,2%
Cc1ccc(C2C(C#N)=C(N)Oc3n[nH]c(-c4ccccc4)c32)o1 (stereo unspecified),-1%,-18%,?,-5%,-1%,2%,nt,?
O=C(Cn1cnc2ccccc21)N/N=C/c1ccccc1,7%,16%,-1%,?,4%,0%,-5%,1%

# 4 entries from above, reformatted:
# Screens in order: SMN2 splice up | JMJD2E inh | Tau ThT inhib | Lamin A splicing | Luc counter | RECQ1 helicase | L3MBTL1 block | ALDH1A1 inh
CCN(C1=NS(=O)(=O)c2ccccc21)N(CC)S(=O)(=O)c1ccc(C)cc1
  -25% | 2% | -10% | nt | 10% | -12% | nt | ?
CCOC(=O)C[n+]1c(C)ccc2c1CCC2
  -5% | 5% | -3% | -4% | -3% | 10% | 0% | -1%
Cc1ccc(Cl)cc1NC(=O)C(=O)N1CCCCC1
  -10% | -5% | -3% | nt | 0% | 0% | 4% | 4%
O=C1C(Cl)=C(NC2CCc3ccccc32)C(=O)c2ncccc21 (stereo unspecified)
  -104%[inhibitor] | 5µM* | 13µM* | nt | -5% | 11µM* | nt | 11µM*

# (next part)
SMILES,SMN2 splice up,JMJD2E inh,Tau ThT inhib,Lamin A splicing,Luc counter,RECQ1 helicase,L3MBTL1 block,ALDH1A1 inh
S=c1[nH]ncn1/N=C/c1ccccn1,7%,-13%,-9%,4%,-1%,i,nt,?
O=C(COC(=O)Cc1ccsc1)NCc1ccccc1,1%,-5%,-6%,-11%,5%,1%,-3%,5%
COc1ccccc1CNC(=O)CCCn1c(=O)c2ccccc2n(CC(=O)NC2CCCC2)c1=O,-21%,-4%,-2%,12%,-8%,7%,3%,-4%
O=C(CN1CCOCC1)Nc1ccccc1,?,-22%,-21%,?,-5%,-6%,nt,-4%
Cc1ccc(S(=O)(=O)Cc2csc(N)n2)cc1,nt,4%,5%,-2%,nt,0%,5%,9%
O=C(CCCC(=O)OCC(Cl)=C(Cl)Cl)Nc1ccc(F)cc1,nt,6%,-1%,-11%,nt,-11%,16%,-1%
CCN(CC)C(=O)Cn1cnc2sc(C(=O)N3CCN(c4ccc(F)cc4)CC3)c(C)c2c1=O,-8%,-8%,-11%,nt,-3%,10%,nt,5%
C/C(=N\NC(=O)c1ccc(C)cc1C)c1ccc2c(c1)Nc1ccccc1S2,-42%[inhibitor],-1%,14µM*,?,2%,-5%,1%,4%
COc1ccc(-c2nc(CSCC(=O)N3CCc4ccccc43)c(C)o2)cc1OC,-36%[inhibitor],-14%,?,9%,-5%,i,-1%,-11%
Cn1cc(C(=O)c2ccc(Cl)cc2Cl)cc1C(=O)O,-6%,-4%,-1%,20%,-1%,i,2%,7%
COc1cccc(Cn2cccc(NC(=O)Nc3ccccc3C)c2=O)c1,nt,-14%,?,nt,-2%,-10%,-8%,1%
Cc1ccc(NC(=S)C2=C(O)c3ccccc3N(C)S2(=O)=O)cc1,-10%,-16%,-14%,-5%,4%,-4%,-2%,?
COc1cc(/C=C(\C#N)c2nc3ccccc3n2C)cc(OC)c1O,-13%,?,?,nt,0%,i,-13%,?
